Screening data (PubChem)
TMEM16A act: activators or potentiators of mouse TMEM16A chloride channel; 340,000 compounds, 0.3% hits; Q8BHY3; B-score at 10 µM; HEK293 TMEM16A/YFP-H148Q/I152L, iodide quench fluorescence; stronger effect = lower value;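 active = fluorescence-ratio B-score plate-corrected deviation score at least 3 library SD below zero, with starting fluorescence score within 5 deviations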;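 note: channel opened by trigger with iodide after compound preincubation; score built on the fluorescence ratio of max minus min over baseline; more negative score means more quench and so TMEM16A activation or potentiation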
TRPC6 inhibitor: mouse TRPC6 channel inhibition. AID 2553. 310,000 compounds, 1.1% hits. HEK293-TRPC6, membrane potential dye, ACh-evoked depolarization; stronger effect = lower value. Q61143. B-score at 10 µM;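 active = B-score under library mean minus 3 SD, initial fluorescence not abnormally high, positive integrated signal ratio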;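 note: B-score derived from integrated fluorescence ratio over the kinetic read; more negative B-score means stronger inhibition of depolarization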
TMEM16A inh: blocks the mouse calcium-activated chloride channel TMEM16A. Q8BHY3. HEK293 TMEM16A/YFP iodide influx fluorescence, ionomycin. normalized B-score (activity score, 25-100; higher = stronger inhibition) at 10 µM. 310,000 compounds, 1.2% hits;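 active = ratio plate-corrected score three or more library SD toward inhibition, starting fluorescence score within five deviations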;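 note: score derived from kinetic fluorescence span divided by baseline fluorescence per well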
MrgX1 agonist: agonists of human MrgX1 receptor | Q96LB2 | MrgX1-HEK293 cells, Fluo-4 calcium fluorescence, agonist mode; stronger effect = higher value | B-score at 10 µM | 310,000 compounds, 0.44% hits | AID 588627;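 active = calcium response B-score plate-corrected fluorescence ratio at least 3 library SD, with starting fluorescence B-score inside 5 SD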
Target sequence (Q96LB2 whole entry, looked up): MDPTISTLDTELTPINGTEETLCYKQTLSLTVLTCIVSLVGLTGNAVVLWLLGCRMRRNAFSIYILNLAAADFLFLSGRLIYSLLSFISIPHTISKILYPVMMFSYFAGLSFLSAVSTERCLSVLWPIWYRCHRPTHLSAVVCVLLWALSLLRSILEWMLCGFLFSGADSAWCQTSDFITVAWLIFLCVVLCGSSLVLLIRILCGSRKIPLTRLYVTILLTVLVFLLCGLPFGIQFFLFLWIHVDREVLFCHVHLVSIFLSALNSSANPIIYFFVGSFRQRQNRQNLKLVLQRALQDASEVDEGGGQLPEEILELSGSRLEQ
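Assay system: stable human MrgX1 HEK293 cell line. Quantity: 15,000 cells per well. Schedule: cells plated overnight, dye loaded 0.5 h 37 °C, 0.5 h room temperature. Detection: Fluo-4 NW calcium-flux fluorescence, kinetic read. Read-out basis: peak-minus-minimum fluorescence over baseline, converted to B scores. Control set: positive and negative control wells on each plate.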
HDAC3 inhib: inhibitors of human histone deacetylase 3; inhibition, % at 8.3 µM; recombinant HDAC3, fluorogenic peptide/trypsin coupled, fluorescence; 320,000 compounds, 0.15% hits; AID 2718; O15379; in the data active = inhibition above about 26%, passing the limit was not always enough
Target sequence (O15379 whole entry, looked up): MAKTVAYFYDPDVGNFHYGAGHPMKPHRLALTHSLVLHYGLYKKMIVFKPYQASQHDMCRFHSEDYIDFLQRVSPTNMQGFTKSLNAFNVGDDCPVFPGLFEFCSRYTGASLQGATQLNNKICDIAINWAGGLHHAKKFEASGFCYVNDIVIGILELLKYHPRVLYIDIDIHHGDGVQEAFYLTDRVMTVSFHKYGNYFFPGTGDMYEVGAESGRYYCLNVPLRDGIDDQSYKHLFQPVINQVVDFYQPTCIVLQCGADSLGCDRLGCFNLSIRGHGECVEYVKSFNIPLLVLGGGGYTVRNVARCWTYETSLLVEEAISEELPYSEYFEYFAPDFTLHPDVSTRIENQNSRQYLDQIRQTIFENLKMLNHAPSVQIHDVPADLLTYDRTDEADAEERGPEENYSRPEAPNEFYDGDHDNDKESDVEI
RGS4 pot: RGS4 potentiation or activation | B-score at 10 µM | 310,000 compounds, 0.92% hits | HEK293 M3R/inducible RGS4, carbachol calcium flux Fluo4; stronger effect = lower value;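 active = B-score of the integrated calcium signal more than 4 SD below the library mean, with starting fluorescence not abnormally high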;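 note: negative B-score means reduced calcium response which marks RGS4 activation or potentiation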
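Detection: kinetic calcium fluorescence imaging with Fluo4-AM dye, 2 µM / Material: HEK293 cells with stable M3R and inducible RGS4 / Schedule: recording 10 s baseline at 1 Hz, 100 s post-agonist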
RGS4 block: human RGS4 inhibition; P49798; HEK293 M3R/RGS4 inducible, Fluo-4 calcium flux; stronger effect = higher value; triggered by carbachol at its EC20; B-score at 10 µM; 310,000 compounds, 0.45% hits; AID 463165;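 active = B-score, a plate-corrected calcium signal, over three deviations above library mean, with baseline fluorescence within five deviations of library mean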;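 note: RGS4 expression induced by doxycycline in cells with stable M3 receptor; B-score is computed from the integrated fluorescence ratio over baseline after carbachol; higher B-score means a larger calcium signal and so more RGS4 inhibition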
Target sequence (P49798 whole entry, looked up): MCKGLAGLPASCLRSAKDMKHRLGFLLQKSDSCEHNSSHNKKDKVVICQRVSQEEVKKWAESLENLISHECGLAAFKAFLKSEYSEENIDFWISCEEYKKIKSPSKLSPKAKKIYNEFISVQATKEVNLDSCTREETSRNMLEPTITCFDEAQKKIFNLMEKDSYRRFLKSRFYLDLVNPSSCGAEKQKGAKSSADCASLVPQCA
MrgX1 allo act: human MrgX1 positive allosteric modulation, primary screen | Q96LB2 | MrgX1-HEK293, Fluo-4 calcium flux, FDSS; stronger effect = higher value | B-score at 10 µM | 310,000 compounds, 0.63% hits | AID 588675;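 active = plate-corrected calcium response at least 3 library SD above typical, normal starting fluorescence, not activating the receptor alone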;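 note: compound read alongside a low EC10 to EC30 dose of BAM8-22 agonist; peak minus trough fluorescence over baseline measured at the second addition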
TRPC6 act: mouse TRPC6 channel activation | Q61143 | B-score at 10 µM | HEK293-TRPC6 membrane potential dye fluorescence; stronger effect = higher value | 310,000 compounds, 0.13% hits | AID 2550;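 active = B-score of the integrated fluorescence ratio above library mean plus 3 SD, and starting fluorescence ratio within library mean plus 5 SD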;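 note: higher score means more depolarization so channel activation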
SKKanGAS inh: SKKanGAS growth inhibition; inhibition, % at 7.5 µM; AID 1662; 300,000 compounds, 1.3% hits; S. pyogenes SKKanGAS, kanamycin growth, BacTiter-Glo, 6 h;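 active = mean replicate score, as percent of positive control median, at least 50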;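 note: strain carries kanamycin resistance gene driven by streptokinase promoter and grows in 40 µg/ml kanamycin; loss of luminescence reflects streptokinase promoter inhibition or plain growth inhibition; 0% = median of DMSO wells and 100% = positive control at its reference dose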
MrgX1 antagonist: blocks BAM8-22 activation of human MrgX1 receptor | Q96LB2 | MRGX1-HEK293 calcium flux, Fluo-4, BAM8-22 antagonism; stronger effect = lower value | 310,000 compounds, 1.3% hits | B-score at 10 µM | AID 588676;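 active = calcium-response B-score plate-corrected more than 3 library SD below zero, starting fluorescence within 5 deviations, no agonist response on first addition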;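 note: peak minus trough fluorescence over baseline after final BAM8-22 challenge near maximal dose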
An asterisk follows results filed as active; i = inactive; nt = no result given. Rows were taken by chance; 6.7% or so of the library scored in one or more.

smiles | SKKanGAS inh | RGS4 pot | TMEM16A act | HDAC3 inhib | MrgX1 allo act | TRPC6 act | MrgX1 agonist | TMEM16A inh | RGS4 block | TRPC6 inhibitor | MrgX1 antagonist
CN(C)/C(CN1CCOCC1)=C1\N=C(c2ccccc2)OC1=O | -2 | i | i | 5 | i | i | i | i | i | i | i
O=C(NCc1ccc2c(c1)OCO2)C1CCN(C(=O)Nc2ccc(Cl)cc2)CC1 | 2 | i | i | 0 | i | i | i | i | i | i | i
O=[N+]([O-])c1ccccc1S(=O)(=O)Nc1ccc(-c2ccc(N3CCOCC3)nn2)cc1 | 7 | i | i | nt | i | i | i | i | i | i | i
COc1ccc(CC(O)CC2c3c(cc4c(c3OC)OCO4)CCN2C)cc1 (stereo not drawn) | 7 | i | i | 5 | i | i | i | i | i | i | i
Fc1ccccc1N1CCN(c2ncnc3[nH]ncc23)CC1 | -3 | i | i | 1 | i | i | i | i | i | i | i
Cc1ccc(S(=O)(=O)Cn2nnnc2C(C(C)C)N2CCN(C(=O)c3ccco3)CC2)cc1 (stereo not drawn) | -5 | i | i | -6 | i | i | i | i | i | i | i
O=C(Nc1ccc(Br)cc1)C1Cc2ccccc2O/C1=N\O (stereo not drawn) | -6 | i | i | 2 | i | i | i | i | i | i | i
CCc1cc(C(=O)O)c(NC(=O)c2cc(OC)c(OC)c(OC)c2)s1 | 24 | i | i | -6 | i | i | i | i | i | i | i
CCOc1cccc2sc(N(CCN(CC)CC)C(=O)c3ccc(S(=O)(=O)N4CCCC4)cc3)nc12 | 1 | i | i | 6 | i | i | i | i | i | i | i
CC(=O)C(=[N+]=[N-])C(=O)NCc1ccccc1 | -5 | i | i | 3 | i | i | i | i | i | i | i
COc1cc(C(=O)ON=C2C3CC4CC(C3)CC2C4)cc(OC)c1OC | -3 | i | i | 0 | i | i | i | i | i | i | i
O=C(N/N=C/c1ccc(Br)s1)Nc1ccccc1 | -2 | i | i | 4 | i | i | i | i | i | i | i
CCOc1ccc(S(=O)(=O)N(CC)CC)cc1NC(=O)c1ccc(N2CCCC2=O)cc1 | 6 | i | i | 5 | i | i | i | i | i | i | i
C=C(C)C1Cc2nc(N)nc(C)c2C1 (stereo not drawn) | -3 | i | i | -3 | i | i | i | i | i | i | i
CCOC(=O)N1C=CC(C)=C[C@@H]2[C@@H](N3C(=O)c4ccccc4C3=O)C(=O)N21 | 3 | i | i | 4 | i | i | i | i | i | i | i
COC(=O)c1ccc(/C=N/NC(=O)c2cccc(F)c2)cc1 | 4 | i | i | 5 | i | i | i | i | i | i | i
CN(C)S(=O)(=O)Nc1ccc2c(c1)OCO2 | 4 | i | i | 4 | i | i | i | i | i | i | i
Cc1nc(Cl)c(C(=O)NCCC(C)C)c(C)c1[N+](=O)[O-] | 0 | i | i | 9 | i | i | i | i | i | i | i
Cc1ccc(-n2c(Cc3cccn3C)nnc2SCC(=O)N2CCc3ccccc32)cc1 | 1 | i | i | -9 | i | i | i | i | i | i | i
CCN(N=O)[C@@H](Cc1ccccc1)CN(N=O)[C@@H](Cc1ccccc1)CN(C)N=O | 4 | i | i | 5 | i | i | i | i | i | i | i
CCOc1cc(C(=O)OCC(=O)Nc2ccc(Cl)cn2)ccc1OCC(=O)N1CCOCC1 | -3 | i | i | -2 | i | i | i | i | i | i | i
Cc1ccc(C2(c3noc(CN(C)CCO)n3)CCCC2)cc1 | -1 | i | i | 14 | i | i | i | i | i | i | i
Cc1ccc(SCc2cn3ccccc3n2)cc1 | 0 | i | i | -1 | i | i | i | i | i | i | i
Cc1c(Cc2c(C)n(C)n(-c3ccccc3)c2=O)c(=O)n(-c2ccccc2)n1C | -2 | i | i | 0 | i | i | i | i | i | i | i
Cc1ccccc1C(=O)NC(=S)NC1CC1 | -1 | i | i | 9 | i | i | i | i | i | i | i
CCOC(=O)c1c(C)[nH]c(C(=O)OCC(=O)Nc2ccc(OC)c(Cl)c2)c1C | 13 | i | i | 3 | i | i | i | i | i | i | i
O=C(c1ccc(CS(=O)(=O)c2ccccc2)o1)N1CCN(c2ncccn2)CC1 | -5 | i | i | 5 | i | i | i | i | i | i | i
CCC(C)(CC(=O)O)CC(=O)Nc1cc(C(F)(F)F)cc(C(F)(F)F)c1 (stereo not drawn) | -6 | i | i | -5 | i | i | i | i | i | i | i
Cc1ccccc1/[N+]([O-])=C/c1cccs1 | -25 | i | i | 1 | i | i | i | i | i | i | i
O=C(NC(=S)Nc1ccc2oc(=O)ccc2c1)c1ccccc1F | -1 | i | i | 4 | i | i | i | i | i | i | i
CN(CC(=O)Nc1ccc2c(c1)OCCO2)S(=O)(=O)c1ccc(Br)s1 | 2 | i | i | 0 | i | i | i | i | i | i | i
Cc1nc([N+](=O)[O-])c(Br)n1CC(=O)c1ccc(Cl)cc1 | -6 | i | i | 1 | i | i | i | i | i | i | i
C=CCCN(Cc1ccccc1)S(=O)(=O)c1ccccc1Br | 9 | i | i | 9 | i | i | i | i | i | i | i
CCn1c(=O)c(C(=O)NCCN2CCCCC2)c(O)c2ccccc21 | -6 | i | i | 1 | i | i | i | i | i | i | i
O=C(CN1C(=O)C2C3C=CC(C3)C2C1=O)Nc1ccc(S(=O)(=O)Nc2nccs2)cc1 (stereo not drawn) | 11 | i | i | -4 | i | i | i | i | i | i | i
CCC1(c2ccccc2)NC(=O)N(CC(=O)NNC(=O)c2ccoc2C)C1=O (stereo not drawn) | 0 | i | i | -6 | i | i | i | i | i | i | i
COc1ccc(N2C(=O)CSC23CCC(C(C)(C)C)CC3)cc1 (stereo not drawn) | 18 | i | i | 1 | i | i | i | i | i | i | i
CCOc1ccccc1NC(=S)N1CCN(c2ccccc2)CC1 | 0 | i | i | 4 | i | i | i | i | i | i | i
CCOC(=O)C[n+]1c(C)ccc2c1CCC2 | -11 | i | i | -5 | i | i | i | i | i | i | i
CCOc1ccc2nc(-c3ccc(OC)c(OC)c3)cc(C(=O)O)c2c1 | 1 | i | i | -14 | i | i | i | i | i | i | i
Cc1nc(-c2noc(-c3ccccc3Cl)n2)c(C(F)(F)F)o1 | 3 | -8.6* | i | -7 | i | i | i | i | i | i | i
Cc1cccc(CSc2nnnn2-c2ccccc2)c1 | 19 | i | i | 0 | i | i | i | i | i | i | i
Cc1ccc(-c2nc(N)sc2CC(=O)OCC(=O)N2C(C)CCCC2C)cc1 (stereo not drawn) | -2 | i | i | 8 | i | i | i | i | i | i | i
O=C(NS(=O)(=O)c1ccc(Cl)s1)c1ccccc1 | 1 | i | i | -2 | i | i | i | i | i | i | i
COc1ccc([C@@H]2C[C@H]3CN(Cc4ccccc4OC)C(=O)[C@]34CCCN24)cc1C | -3 | i | i | -3 | i | i | i | i | i | i | i
CC(=O)c1ccc(NC(=O)c2cccc(NC(=O)c3ccccc3)c2)cc1 | -1 | i | i | 2 | i | i | i | i | i | i | i
COc1ccc(NC(=O)CN(C)C(=O)c2cc3c(s2)CCC3)cc1 | 9 | i | i | 5 | i | i | i | i | i | i | i
O=C(C1CCC(=O)N(C2CCCC2)C1)N1CCC(Oc2cccc(F)c2)CC1 (stereo not drawn) | 1 | i | i | 6 | i | i | i | i | i | i | i
COc1cc(CN/C(C)=C(\C#N)C(N)=O)cc(OC)c1OC | -7 | i | i | 0 | i | i | i | i | i | i | i
Cc1nc(N)nc(OCC(F)(F)C(F)F)c1Br | -5 | i | i | 0 | i | i | i | i | i | i | i
COc1ccc(/C=C2\SC(=O)N(CCC(=O)Nc3ccccc3)C2=O)cc1OC | -12 | i | i | 3 | i | i | i | i | i | i | i
O=C(NC(=S)N1CCCc2ccccc21)c1ccc([N+](=O)[O-])cc1 | 10 | i | i | 0 | i | i | i | i | i | i | i
COc1ccc2c(Cl)c(C(=O)NN)sc2c1 | 0 | i | i | 6 | i | i | i | i | i | i | i
COc1ccc(C(=O)Nc2ccc(N3CCOCC3)cc2)cc1OC | 16 | i | i | -2 | i | i | i | i | i | i | i
COCCNc1nc2c(-c3cccc(C(F)(F)F)c3)nnn2c2ccccc12 | 1 | i | i | -13 | i | i | i | i | i | i | i
CCC(C)(C)c1ccc(OCCN2C(=O)NC(C)(C)C2=O)cc1 | 3 | i | i | 4 | i | i | i | i | i | i | i

(list continues)
smiles | SKKanGAS inh | RGS4 pot | TMEM16A act | HDAC3 inhib | MrgX1 allo act | TRPC6 act | MrgX1 agonist | TMEM16A inh | RGS4 block | TRPC6 inhibitor | MrgX1 antagonist
O=C(COC(=O)COc1ccccc1)Nc1ccc(OC(F)(F)F)cc1 | 5 | i | i | 5 | i | i | i | i | i | i | i
COc1ccc(NC2CCCN(Cc3cccc4cnccc34)C2)cc1 (stereo not drawn) | -6 | i | i | -2 | i | i | i | i | i | i | i
O=C(COc1ccccc1)Nc1ccc(N2CCN(C(=O)c3ccco3)CC2)cc1 | -5 | i | i | 6 | i | i | i | i | i | i | i
Cc1cc([N+](=O)[O-])nn1CC(=O)NCCCN1CCOCC1 | 1 | i | i | 2 | i | i | i | i | i | i | i
COc1ccc(NC(=O)c2cc3sccc3n2Cc2ccc(F)cc2)cc1OC | 23 | i | i | -3 | i | i | i | i | i | i | i
COc1ccc(-n2c(Cn3nnc4ccccc43)n[nH]c2=S)cc1 | 0 | i | i | nt | i | i | i | i | i | i | i
CN(CC(=O)NCc1ccccn1)S(=O)(=O)c1ccc2ccccc2c1 | 6 | i | i | -12 | i | i | i | i | i | i | i
Cc1ccc(-c2ccc(=O)n(Cc3ccc(F)cc3)n2)cc1 | -1 | i | i | 1 | i | i | i | i | i | i | i
CCCSc1nc(C)c(-c2csc(C(C#N)=C3CCCC3)n2)cc1C#N | -3 | i | i | -1 | i | i | i | i | i | i | i
CC(C)(C)c1ccc(C(O)CCCN2CCC(C(O)(c3ccccc3)c3ccccc3)CC2)cc1 (stereo not drawn) | 9 | i | i | -2 | i | i | i | i | i | i | i
C=CCNC(=O)O/N=C/c1csc([N+](=O)[O-])c1 | -6 | i | i | 4 | i | i | i | i | i | i | i
O=C(COc1ccc2c(-c3ccccc3)cc(=O)oc2c1)N[C@@H](Cc1c[nH]c2ccc(O)cc12)C(=O)O | -1 | i | i | 2 | i | i | i | i | i | i | i
